Compound activity: PubChem, several laboratories
Calpain2 inh: inhibitors of pig calpain II, primary screen, biochemical, fluorogenic peptide substrate, 1536-well; purified calpain II, 30 min; AID 1236, 2008; inhibition, % at 16 µM; actives 0.37% (n = 220,000);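 active means inhibition above about 50%, limit read from the data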
Runt-SMMHC FRET: inhibitors of RUNX1 Runt–CBFb-SMMHC binding, primary screen, biochemical, FRET, Cerulean-Runt, Venus-CBFb-SMMHC, uHTS; inhibition, % at 20 µM; actives 0.74% (n = 220,000); Cerulean-Runt/Venus-CBFb-SMMHC FRET ratio 530/480, 1 h; Runt-related transcription factor 1 (Homo sapiens) + Core-binding factor subunit beta …;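 active means mean inhibition across duplicate retests at 20 µM reaching about 50%, limit read from the data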;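 further: 0% = DMSO wells and 100% = wells with excess untagged CBFb-SMMHC; inhibitors lower the FRET ratio by blocking Runt binding to CBFb-SMMHC; some results filed as inactive read as strong as hits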
Target sequence (Q01196 whole entry, looked up): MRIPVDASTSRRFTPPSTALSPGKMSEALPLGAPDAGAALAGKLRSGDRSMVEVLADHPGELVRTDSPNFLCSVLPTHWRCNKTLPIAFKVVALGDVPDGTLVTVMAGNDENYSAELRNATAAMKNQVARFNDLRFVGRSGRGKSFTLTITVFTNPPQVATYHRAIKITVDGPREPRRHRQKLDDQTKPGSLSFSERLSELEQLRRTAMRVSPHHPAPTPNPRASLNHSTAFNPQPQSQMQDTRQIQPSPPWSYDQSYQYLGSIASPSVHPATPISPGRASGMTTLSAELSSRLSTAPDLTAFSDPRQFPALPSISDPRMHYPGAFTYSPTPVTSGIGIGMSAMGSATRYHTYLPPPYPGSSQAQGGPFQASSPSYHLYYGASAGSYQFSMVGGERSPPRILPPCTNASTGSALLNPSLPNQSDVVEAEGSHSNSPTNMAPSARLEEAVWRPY
Target sequence (Q13951 whole entry, looked up): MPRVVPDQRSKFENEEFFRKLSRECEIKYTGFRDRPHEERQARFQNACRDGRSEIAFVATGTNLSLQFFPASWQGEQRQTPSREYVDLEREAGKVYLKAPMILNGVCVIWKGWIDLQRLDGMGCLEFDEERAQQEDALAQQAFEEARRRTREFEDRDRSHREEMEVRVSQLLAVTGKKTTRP
Tb hexokinase: Trypanosoma brucei hexokinase 1 inhibitors, primary screen, biochemical, G6PDH-coupled NADH absorbance, MLSCN library; hexokinase 1 [Trypanosoma brucei]; recombinant TbHK1, G6PDH-coupled NADH A340; inhibition, % at 10 µM; actives 0.11% (n = 220,000);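 active means inhibition of 50% or more in the single-dose primary screen; inactive means inhibition below 50%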
Furin inhibitor: human furin inhibitors, primary screen, biochemical, fluorescence intensity | purified furin, fluorogenic substrate cleavage | inhibition, % at 30 µM | actives 0.061% (n = 220,000); in the data active means inhibition above about 25%; further: inactives centre near -15
EBV gp42 block: Epstein-Barr virus gp42 inhibitors, primary screen, biochemical, uHTS, fluorescence polarization | Glycoprotein 42 (Epstein-Barr virus (strain AG876)), Q1HVG2 | Fluorescence polarization binding assay, mP read-out | inhibition, % (tested at 21.74 µM) | actives 0.42% (n = 220,000) | AID 1085, 2008; in the data active means inhibition above about 50%
p97 inhibitor: inhibitors of human p97 ATPase, primary screen, biochemical; Transitional endoplasmic reticulum ATPase (Homo sapiens), P55072; recombinant p97 ATPase, Kinase-Glo ATP luminescence, 3 h; inhibition, % at 8 µM; actives 0.42% (n = 220,000); in the data active means inhibition above about 15%;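 further: 0% = DMSO vehicle and 100% = wells lacking enzyme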
RBBP9 inh: human RBBP9 inhibitors, primary screen, biochemical, fluorescence polarization, FP-Rh probe, HTS; Serine hydrolase RBBP9 (Homo sapiens), O75884; recombinant RBBP9; inhibition, % at 7.94 µM; actives 0.2% (n = 220,000); AID 1515, 2009;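 active means inhibition above the campaign mean of all tested compounds plus 3 SD, cut at about 14% in these data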;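 further: plate controls were DMSO wells with RBBP9 for no effect and wells lacking RBBP9 protein for full effect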
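Test system: recombinant human RBBP9; Timing: 30 min then 45 min, 25 °C; Detection: fluorescence polarization; Control set: RBBP9 with DMSO as uninhibited control, no-protein wells as full inhibition; Compound dosing: one concentration, 7.94 µM nominal, 0.794% DMSO; Probe or stimulus: FP-Rh activity-based probe, 375 nM before mixing.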
NCF1 inh: p47phox/p22phox peptide binding inhibitors, primary screen, biochemical, uHTS, NADPH oxidase regulatory subunit. actives 0.53% (n = 220,000). Neutrophil cytosol factor 1 (Homo sapiens), P14598. fluorescence polarization, 2 h. inhibition, % at 24.7 µM;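 active means inhibition above about 30%, limit read from the data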;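 further: 0% = p47phox with labelled peptide and 100% = labelled peptide alone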
Target sequence (P14598 whole entry, looked up): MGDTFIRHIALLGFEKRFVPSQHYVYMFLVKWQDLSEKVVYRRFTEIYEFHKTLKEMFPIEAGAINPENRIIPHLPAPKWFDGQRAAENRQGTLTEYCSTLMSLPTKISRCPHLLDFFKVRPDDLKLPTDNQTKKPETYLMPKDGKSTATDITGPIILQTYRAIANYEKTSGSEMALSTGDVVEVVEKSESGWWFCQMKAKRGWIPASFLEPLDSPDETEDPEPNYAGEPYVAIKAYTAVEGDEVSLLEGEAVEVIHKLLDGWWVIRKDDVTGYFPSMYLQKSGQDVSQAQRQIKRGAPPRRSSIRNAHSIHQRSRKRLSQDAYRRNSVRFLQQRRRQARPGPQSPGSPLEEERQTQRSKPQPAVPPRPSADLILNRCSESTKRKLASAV
Runt-CBFb FRET: inhibitors of RUNX1 Runt–CBFb binding, primary screen, biochemical, FRET, Cerulean-Runt, Venus-CBFb, uHTS; Cerulean-Runt/Venus-CBFb FRET ratio 530/480, 1 h; inhibition, % at 20 µM; actives 0.46% (n = 220,000); AID 1496, 2009;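 active means inhibition over about 50% at 20 µM in the single-dose screen, limit read from the data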;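 further: 0% = DMSO wells and 100% = excess unlabeled CBFb competitor control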
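Reagent – Venus-CBFb binding partner, 100 nM · Assay system – Cerulean-tagged RUNX1 Runt domain (FRET donor) fusion protein · Input – 100 nM per protein · Incubation – two 1 h room-temperature incubations shielded from light · Measured by – FRET fluorescence · Medium – Tris buffer pH 7.5 with salts and BSA · Benchmarks – unlabeled CBFb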
Starred values were filed as active, the others as inactive; i = inactive; . = not tested or not shown; [ ] = dose if it differs, or a comment.

The line under a structure holds: Calpain2 inh	Runt-SMMHC FRET	Tb hexokinase	Furin inhibitor	EBV gp42 block	p97 inhibitor	RBBP9 inh	NCF1 inh	Runt-CBFb FRET
Cc1ccc(-n2c(-c3ccc([N+](=O)[O-])cc3)nc3ccccc3c2=O)cc1
  -14	0	-5	-8	7	2	-8	0	0
CCC(C#N)(CC)P(=S)(c1ccccc1)c1ccccc1
  26	-4	9	5	-7	-7	-1	-16	-2
COc1ccc(C(C)=O)cc1CC(C(=O)c1ccc(C)c(C)c1)N(C)C (centres undefined)
  -7	1	-2	-15	-18	2	-1	-7	-2
CCCCCn1c(=O)c(C(=O)Nc2c(C)n(C)n(-c3ccccc3)c2=O)c(O)c2ccccc21
  -200	-13	4	-8[20 µM]	5	4	-4	-5	-3
C[C@H](O)[C@H]1CC[C@H]2[C@@H]3CCC4=CC(=O)CC[C@]4(C)[C@H]3CC[C@]12C
  32	3	4	-10	-7	-9	-8	5	4
O=C1/C(=C/c2ccccc2Cl)N2CCC1CC2
  -22	-1	-9	-17	2	2	-5	-5	2
COCCOC(=O)c1c(C)oc2ccc(OC(=O)N(C)C)cc12
  -8	34	2	-14	-7	-2	-11	-17	9
Cn1c(O)c(C=Nc2ccc(Cl)cc2)c(=O)n(C)c1=O
  -2	3	-69	21	-12	1	-5	-4	-1
Oc1ccc(CC2CC3CCN2CC3)cc1O (centres undefined)
  -17	5	-7	-22	-7	1	-4	-3	-3
CCCCCCn1c(O)c(C=NC2CCN(Cc3ccccc3)CC2)c(=O)[nH]c1=O
  -37	-3	-6	-12[20 µM]	-18	-3	-6	-3	-3
O=c1[nH]c(=O)n(Cc2ccccc2)c(O)c1C=NCCN1CCNCC1
  13	0	-5	-7[20 µM]	18	5	11	-13	0
O=c1[nH]c(=O)n(Cc2ccccc2)c(O)c1C=Nc1ccc(CN2CCOCC2)cc1
  13	-8	-23	17	-1	1	-7	-9	-2
O=C1CCCN1c1ccc(S(=O)(=O)O)cc1 (tested in a mixture with another compound)
  -16	-1	23	-29	6	6	-4	-2	0
COc1ccc(S(=O)(=O)Cc2ccc(C(=O)N3CCC4(CC3)OCCO4)o2)cc1
  6	-2	-3	-20	-11	0	-13	2	0
Cc1ccc2nc3c(cc2c1)CC1(C(=O)N(C)C(=O)N(C)C1=O)C1COCCN31 (centres undefined)
  12	3	-9	-66	-16	3	-6	-8	-1
Cc1c2cnn(CC(=O)N3CCC4(CC3)OCCO4)c(=O)c2c(C)n1Cc1ccccc1F
  -47	0	0	-29	2	7	0	-5	2
O=P(/C(=N/O)N1CCCCC1)(N1CCOCC1)N1CCOCC1
  -75	3	2	-18	-11	0	-2	-3	-4
Cn1cccc1/C=C1\C(=O)NC(=O)N(CCC2=CCCCC2)C1=O
  -25	-12	19	0	-54	3	-2	-54	-3
O=C(Cn1c(=O)n(CC2CS2)c2ccccc21)N1CCCCC1 (centres undefined)
  23	0	0	-9	-14	-3	-1	5	0
COc1ccc(CNC(=O)/C=C/c2ccc3[nH]cc(CCN(C)C)c3c2)cc1
  -22	1	-33	-14	-5	.	.	2	1
COc1cccc(N2C(=O)NC(=O)/C(=C/c3ccc([N+](=O)[O-])s3)C2=O)c1
  8	25	-9	-8	-2	7	-20	-100	23
COc1ccc(C2C(C#N)=C(N)Oc3c2c(=O)oc2ccccc32)cc1Cn1cc([N+](=O)[O-])cn1 (centres undefined)
  -50	-2	-2	-16[20 µM]	-3	6	-5	-16	.
O=c1[nH]c(=O)n(Cc2ccc(F)cc2)c(O)c1C=NCCN1CCCCC1
  -9	-3	-1	-7	-8	-1	-6	-4	-2
COc1ccc(-n2c(O)c(C(C)=NCC3CCCO3)c(=O)[nH]c2=O)cc1 (centres undefined)
  -3	-3	-9	-5	-5	6	-8	3	0
O=C1c2cccc3cccc(c23)C(=O)N1/N=C/c1c(O)n(-c2ccccc2)c(=O)[nH]c1=O
  -13	-5	-20	10	23	4	-3	0	0
CC(C)C(C)(NC(=O)c1cccn(Cc2ccc3c(c2)OC(F)(F)O3)c1=O)C(N)=O (centres undefined)
  -47	-7	-10	-27	-5	4	0	-8	-6
O=c1c2ccccc2nc(-c2ccoc2)n1-c1ccccc1
  -4	-2	-29	-13[20 µM]	-21	-2	-7	-11	3
c1ccc(CC(NCc2ccco2)c2ccccc2)cc1 (centres undefined)
  34	-4	4	3	-2	-4	-8	-12	0
O=c1[nH]c(=S)n(C2CC2)c(O)c1C=Nc1cccc(C(F)(F)F)c1
  0	-3	-8	-5	-81	2	-1	-294	7
O=C(Nc1ccccc1)c1c(O)c2c(n(Cc3ccco3)c1=O)CCCC2
  -40	2	-16	-24	3	2	-6	-3	3
Cn1c(O)c(C=NCCN2CCN(C(=O)c3ccccc3)CC2)c(=O)n(C)c1=O
  .	-6	0	-20	.	5	3	.	2
O=c1[nH]c(=O)n(-c2cccc(Cl)c2)c(O)c1C=NCCN1CCCCC1
  -1	-5	-4	0	-16	4	0	-5	.
CC(C)OC(=O)c1c(N)n(CC2CCCO2)c2nc3ccccc3nc12 (centres undefined)
  i	92*	-15	-17[20 µM]	-1	26*	1	-18	72*
CCOP(=O)(C(NC(=O)c1ccccc1Cl)=C(Cl)Cl)c1ccccc1 (centres undefined)
  10	1	0	2[20 µM]	3	-4	-8	1	2
CN(C)C1(c2nnnn2-c2ccc(Cl)cc2)CCCCC1
  10	0	-6	-21	-2	3	-4	-10	2
CN1CCN(c2nc(N)cc(=O)[nH]2)CC1
  -19	-1	-18	-31	-4	2	-2	4	-3
O=C1NC(=O)N(Cc2ccccc2)C(=O)/C1=C/N1CCCc2ccccc21
  21	18	-4	-15	-1	4	-3	-1	17
CSc1ccccc1C(=O)C1CCCN(Cc2ccccn2)C1 (centres undefined)
  -26	12	-17	-24	-11	4	-7	-5	-1
CC1CCN(CC(=O)c2ccc3c(c2)OCCO3)CC1
  -17	0	-8	-28	-13	6	1	4	1
O=C1C2CCN(CC2)C12CC2c1ccc(C(F)(F)F)cc1 (centres undefined)
  5	-4	-12	-14	-17	9	-2	-6	-2
C=CCn1c(O)c(C(C)=NCc2ccc3c(c2)OCO3)c(=O)[nH]c1=O
  8	-3	-5	-14	-25	4	-5	-5	1
CC1CCC(C(C)C)C(OP(N)(=O)c2ccccc2)C1 (centres undefined)
  2	1	2	-20	2	0	-2	-11	-2
C#CC[N+]1(C)C2CCC1CC(O)C2 (centres undefined)
  -19	-1	-1	-25	-1	6	4	-2	-3
CNC(=O)O/N=C(\C)Cc1nnn(-c2cc(C)on2)n1
  -16	-2	10	-24	-5	3	-5	-6	0
O=C1NC2NC(=O)N([N+](=O)[O-])C2N1 (centres undefined)
  9	0	9	-4	-11	-6	-1	5	3
Cc1oc(-c2ccc(Cl)cc2)nc1CS(=O)CC(=O)N1CCC2(CC1)OCCO2 (centres undefined)
  -2	-5	-2	-30	-8	0	-4	-11	1
c1ccc2[nH]c(CCNC3CCCCC3)nc2c1
  -4	-1	6	1	-19	5	-1	0	0
CCOc1ccc2nc(N=Nc3c(O)[nH]c(=O)[nH]c3=O)sc2c1
  15	-8	-8	-19	-3	10	3	-5	-3
O=[N+]([O-])c1ccc(N2CCNCC2)c(Cl)c1
  -3	0	-17	-20	3	-1	-2	-1	-1
CCOc1cc(-c2nc3c(C)cccn3c2NCC2CCCO2)ccc1O (centres undefined)
  i	-1	-10	-41	-2	2	-2	-10	-5
NC(=O)C1CCN(/C=C2\C(=O)NC(=O)N(Cc3ccco3)C2=O)CC1
  5	-7	-4	3	-12	6	0	-2	3
Cc1ccc2c(c1)C1CN(C)CCC1N2C(=O)Nc1cccc(Cl)c1 (centres undefined)
  13	-1	3	-11[20 µM]	-4	-5	-6	0	-1
O=C(c1cn(Cc2ccccc2)c2ccccc12)C1CC1
  -1	0	-3	-20	7	1	-5	-4	-1
CN1CC(C(=O)c2ccc(Cl)cc2)C(c2ccc(N(C)C)cc2)C1 (centres undefined)
  19	-1	10	-17	4	0	-1	-6	6
CN1CCN(c2nc(N)c(Br)c(Cl)n2)CC1
  -13	0	-2	-4	-7	7	-3	-10	-2
CC(Cc1ccsc1)NCc1cn[nH]c1-c1ccc(F)cc1F (centres undefined)
  -15	3	-1	-16	-13	2	9	-16	-2
CN(C)c1ccc(/C=C2\CC3C4CC=C5CC(O)CCC5(C)C4CCC3(C)C2=O)cc1 (centres undefined)
  12	56	5	4	6	1	-7	6	-19
COc1cc(/C=C2\C(=O)NC(=O)N(c3ccccc3)C2=O)c([N+](=O)[O-])cc1OC
  11	-10	-11	-14	2	6	2	2	16
COc1ccc(O)c(CN2CCCC(C(=O)c3sccc3C)C2)c1 (centres undefined)
  -8	4	-1	-22	-10	0	-6	-1	4
CC1(C)CC(n2[nH]c(=O)c3c2NC(=O)CSC3c2ccccc2)CCO1 (centres undefined)
  21	2	8	-9	0	0	-6	-1	-1

An excerpt from above with just Tb hexokinase.
smiles	Tb hexokinase
O=[N+]([O-])c1ccc(N2CCNCC2)c(Cl)c1	-17
CCOc1cc(-c2nc3c(C)cccn3c2NCC2CCCO2)ccc1O (centres undefined)	-10
NC(=O)C1CCN(/C=C2\C(=O)NC(=O)N(Cc3ccco3)C2=O)CC1	-4

(list continues)
The line under a structure holds: Calpain2 inh	Runt-SMMHC FRET	Tb hexokinase	Furin inhibitor	EBV gp42 block	p97 inhibitor	RBBP9 inh	NCF1 inh	Runt-CBFb FRET
COc1ccc(CN2CCN(C(=O)Cc3ccccc3)CC2)c(OC)c1
  1	-3	-4	-24	-13	4	0	-2	-1
O=C1NC(=S)N(c2ccccc2)C(=O)C1C(c1ccncc1)C1C(=O)NC(=S)N(c2ccccc2)C1=O (centres undefined)
  3	14	-3	-16	-26	5	-11	-12	21
C/C(=N\N(C)c1ccccc1)c1c(O)[nH]c(=O)[nH]c1=O
  17	1	-18	-17	-9	-1	-5	-1	4
CSc1ccc(CNC2CN3CCC2CC3)cc1 (centres undefined)
  7	0	0	-24	-8	8	-3	-6	1
CCN(CC)c1ccc(C=C2C(=O)N(C)C(=S)N(C)C2=O)o1
  -9	-68	34	-5	-254	9	-5	-89	-20
CCCCn1c(O)c(C(CC)=Nc2ccc(C(=O)O)cc2)c(=O)[nH]c1=O
  -18	-6	-9	-6[20 µM]	-13	5	2	-6	0

Not all compounds are listed, so the mix of outcomes need not match the whole.
